Bim-Bcl-W – inhibitors of Bim binding to Bcl-W, primary screen, biochemical, multiplexed, bead-based flow cytometry; Bim peptide-Bcl-W binding; AID 952, 2007; Bcl-2-like protein 2 (Homo sapiens), Q92843; actives 0.02% (n = 190,000); inhibition, % at 10 µM;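 also: 0% = bound tracer without compound and 100% = peptide blocker; higher means less fluorescent Bim peptide bound to Bcl-W beads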
RGS4-Gao reg – modulators of RGS4 binding to Galphao, primary screen, biochemical, multiplexed bead flow cytometry; Guanine nucleotide-binding protein G(o) subunit alpha (Homo sapiens), P09471; actives lie on both sides; binding response (% of control), % at 10 µM; actives 0.33% (n = 220,000); in the data active = binding response below about 49% or above about 150%; inactive = in between;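 also: fluorescent Galphao activated with aluminum fluoride binding bead-coupled RGS4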
ABCG2 block – ABCG2 efflux pump inhibitors, primary screen, multiplex with ABCB1, IgMXP3 cells, flow cytometry. JC-1 efflux. Broad substrate specificity ATP-binding cassette transporter ABCG2 (Homo sapiens), Q9UNQ0. actives 0.1% (n = 190,000). AID 1325, 2008. inhibition, % at 6.6 µM;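 active = inhibition above 80%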;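 also: 0% = DMSO and 100% = nicardipine control wells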
Target sequence (Q9UNQ0 whole entry, looked up): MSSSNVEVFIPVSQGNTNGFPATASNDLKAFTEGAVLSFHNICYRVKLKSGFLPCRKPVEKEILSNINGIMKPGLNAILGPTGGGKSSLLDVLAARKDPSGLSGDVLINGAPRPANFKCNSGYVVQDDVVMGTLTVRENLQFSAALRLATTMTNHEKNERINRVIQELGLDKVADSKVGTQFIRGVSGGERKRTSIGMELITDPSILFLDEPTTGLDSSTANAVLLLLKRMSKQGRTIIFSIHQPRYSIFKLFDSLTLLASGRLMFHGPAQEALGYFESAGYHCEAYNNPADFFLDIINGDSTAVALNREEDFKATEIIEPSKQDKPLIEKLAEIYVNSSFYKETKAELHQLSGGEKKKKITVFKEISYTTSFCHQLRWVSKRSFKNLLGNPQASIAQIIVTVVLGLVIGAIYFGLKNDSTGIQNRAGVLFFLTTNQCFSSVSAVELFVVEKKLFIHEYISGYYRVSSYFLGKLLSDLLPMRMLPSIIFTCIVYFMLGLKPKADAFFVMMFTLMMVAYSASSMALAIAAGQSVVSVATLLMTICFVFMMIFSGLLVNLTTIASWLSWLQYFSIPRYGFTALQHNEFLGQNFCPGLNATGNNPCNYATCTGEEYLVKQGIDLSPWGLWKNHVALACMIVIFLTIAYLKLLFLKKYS
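Test system: IgMXP3 (ABCG2) plus far-red-tagged CCRF-Adr (ABCB1) cells. Reagent: JC-1 dye as substrate. Timing: 10 min exposure at 25 °C with rotation, no wash. Measured by: flow cytometric JC-1 green MFI at 530 nm. Read-out: percent efflux inhibition, scaled nicardipine 100% to DMSO 0%. Control set: nicardipine and DMSO wells.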
GSH bead fluor – compound fluorescence on glutathione beads, profiling panel, artefact control, biophysical, 488/530 nm, flow cytometry; AID 1776, 2009; actives 0.25% (n = 190,000); GSH beads flow cytometry, compound fluorescence 488/530 nm; hits give high values; fluorescence (KMESF) at 10 µM; in the data active = fluorescence above about 89;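 also: glutathione beads carrying GST-tagged Bcl family fusion proteins plus one bare bead set; values are compound well signal with DMSO vehicle wells as background; inactives centre near 16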
Bim-Bcl-2 – inhibitors of Bim-Bcl-2 binding, primary screen, biochemical, multiplexed, human Bcl-2 family; Apoptosis regulator Bcl-2 (Homo sapiens), P10415; Bead-based flow cytometry, Bim peptide-Bcl-2 binding; inhibition, % at 10 µM; actives 0.06% (n = 190,000); in the data active = inhibition above about 40%; inconclusive = no clear call, values can overlap the other calls;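 also: 0% = no compound wells with probe peptide and 100% = reference peptide inhibitor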
Target sequence (P10415 whole entry, looked up): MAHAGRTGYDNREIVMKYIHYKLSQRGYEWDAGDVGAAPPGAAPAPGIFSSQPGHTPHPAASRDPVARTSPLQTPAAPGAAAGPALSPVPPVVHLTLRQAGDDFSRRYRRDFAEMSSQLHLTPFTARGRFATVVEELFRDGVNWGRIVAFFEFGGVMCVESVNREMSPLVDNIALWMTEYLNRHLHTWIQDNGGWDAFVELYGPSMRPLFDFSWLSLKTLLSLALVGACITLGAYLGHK
ABCB1 block – ABCB1 efflux pump inhibitors, primary screen, cell-based, multiplex, flow cytometry, ABCG2 counter-screen | ATP-dependent translocase ABCB1 (Homo sapiens), P08183 | CCRF-Adr cells, JC-1 efflux | inhibition, % at 6.6 µM | actives 0.067% (n = 190,000) | AID 1326, 2008; in the data active = inhibition above about 40%;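 also: 0% = vehicle and 100% = reference inhibitor; higher value means more JC-1 retained so stronger ABCB1 efflux block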
RGS8-Gao reg – RGS8-Galphao binding modulators, primary screen, biochemical, multiplexed bead flow cytometry. actives lie on both sides. response (percent of control binding), % at 10 µM. actives 0.34% (n = 220,000). AID 1423, 2008; in the data active = response below about 60% or above about 140%; inactive = in between;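 also: Galphao activated as the GDP aluminium fluoride complex binding bead-coupled RGS8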
Bim-Bfl-1 – inhibitors of Bim binding to Bfl-1, primary screen, biochemical, multiplexed, bead-based flow cytometry; Bcl-2-related protein A1 (Homo sapiens), Q16548; Bim-Bfl-1 binding inhibition; inhibition, % at 10 µM; actives 0.12% (n = 190,000); AID 1008, 2008;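 also: 0% = wells without compound plus tracer and 100% = blocker peptide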
RGS7-Gao – RGS7-Galphao binding modulators, primary screen, biochemical, multiplexed bead flow cytometry; binding response (% of control), % at 10 µM; AID 1439, 2008; Guanine nucleotide-binding protein G(o) subunit alpha (Homo sapiens), P09471; actives lie on both sides; actives 0.35% (n = 220,000); in the data active = binding response below about 49% or above about 150%; inconclusive = no clear call, values can overlap the other calls; inactive = in between;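 also: fluorescent Galphao held in activated GDP-AlF4 state binding bead-coupled RGS7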
Bcl-B Bim block – inhibitors of Bim-Bcl-B binding, primary screen, biochemical, multiplexed, human Bcl-2 family; Bcl-2-like protein 10 (Homo sapiens), Q9HD36; bead-based flow cytometry, Bim peptide-Bcl-B binding; inhibition, % at 10 µM; AID 951, 2007; actives 0.073% (n = 190,000);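 also: 0% = tracer peptide without compound and 100% = reference inhibitor peptide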
Target sequence (Q9HD36 whole entry, looked up): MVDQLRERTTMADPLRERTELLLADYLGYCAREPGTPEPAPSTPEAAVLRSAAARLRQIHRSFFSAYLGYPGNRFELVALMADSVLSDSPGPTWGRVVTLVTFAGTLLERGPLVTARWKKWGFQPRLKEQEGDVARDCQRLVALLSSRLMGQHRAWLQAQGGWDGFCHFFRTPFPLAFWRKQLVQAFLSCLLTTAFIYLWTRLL
Bim-Bcl-XL – inhibitors of Bim-Bcl-XL binding, primary screen, biochemical, multiplexed, bead flow cytometry, human Bcl-XL. Bcl-2-like protein 1 (Homo sapiens), Q07817. Bim peptide-Bcl-XL binding, fluorescence. inhibition, % at 10 µM. actives 0.04% (n = 190,000). AID 1007, 2008
* marks the source's active call; other numbers are inactive results; u = inconclusive. Rule as the data show it, unless noted: active = inhibition above about 40%.

SMILES	Bim-Bcl-W	RGS4-Gao reg	ABCG2 block	GSH bead fluor	Bim-Bcl-2	ABCB1 block	RGS8-Gao reg	Bim-Bfl-1	RGS7-Gao	Bcl-B Bim block	Bim-Bcl-XL
O=[N+]([O-])c1cc(C(F)(F)F)ccc1NCCCCNS(=O)(=O)c1ccc2ccccc2c1	0	99	0	13	-8	0.0	101	-10	99	-5	-5
CCOc1ccc(CN2CCCC(CNC(=O)c3ccc(F)cc3)C2)cc1CO (stereo not given)	-4	99	2	14	0	0.9	103	-6	101	-10	-5
Cc1[nH]c(=O)[nH]c(=O)c1/C=N/NC(=O)[C@@H](NC(=O)OC(C)(C)C)C(C)C	-1	97	0	16	-1	0.0	102	0	97	1	-1
Cc1cc(OCC(=O)OCC(=O)Nc2cc(C(F)(F)F)ccc2N2CCOCC2)ccc1Cl	-3	102	16	12	-3	5.2	103	-1	101	-3	-9
Fc1ccccc1CNc1ccc(Cl)c(Cl)c1	2	100	0	28	0	-0.4	105	1	101	-1	4
COC(=O)c1cc(NC(=O)c2cccc(C(F)(F)F)c2)c(=O)oc1C/C=N/OCc1cccc(Cl)c1Cl	0	97	2	11	0	0.7	108	-2	96	-2	-4
CCN(CC)C(=O)C(=O)c1cn(CC(=O)NCC2CCCO2)c2ccccc12 (stereo not given)	-2	98	3	9	-4	2.1	99	-8	96	-2	-4
CCC(=O)NC(=S)Nc1ccc(OC)cc1OC	-3	101	2	12	4	-0.5	102	-1	97	-4	-4
O=C(CSCc1ccccn1)Nc1ccccc1	7	99	1	62	-2	0.4	94	-9	100	-2	-6
O=C(Nc1ccc(NC(=O)c2ccco2)cc1)c1cnccn1	-3	88	11	27	5	0.8	92	8	89	3	-2
CCOC(=O)C1=C(O)/C(=C/c2ccccn2)SC1=Nc1ccc(Cl)cc1	-1	102	37	22	0	1.5	104	0	102	-6	0
O=C(C1Cc2ccccc2CN1S(=O)(=O)c1ccc(F)cc1)N1CCOCC1 (stereo not given)	0	100	-1	44	-5	-0.8	101	-11	101	-12	0
CN(C)c1cccc(C(=O)N/N=C/c2ccsc2)c1	-2	100	11	26	-4	0.8	104	-3	103	-7	-7
CC1(C)CC(c2nc(-c3ccc(Br)cc3)cs2)CCS1 (stereo not given)	-5	97	15	10	-6	0.3	98	-2	96	-4	-4
Cc1cc(=O)[nH]c(SCC(=O)N2CCCCCC2)n1	0	100	0	13	0	0.0	97	1	96	2	-2
CCOc1ccc(C(=O)/C=C/c2ccc(OC)c(OC)c2)cc1	0	101	2	11	-1	0.5	98	-2	u	0	-1
C=C(C)Cn1c(C2CC(=O)N(c3ccccc3F)C2)nc2ccccc21 (stereo not given)	-2	95	8	14	-4	0.8	99	-4	92	-8	-4
CCOC(=O)c1cnn(CCOC(=O)c2cccs2)c1NC(=O)c1cccs1	-4	98	0	14	-7	0.0	99	-7	101	-7	-9
CC(C)C(=O)N1N=C(c2ccc(NS(C)(=O)=O)cc2)CC1c1cccs1 (stereo not given)	-2	101	1	10	0	-0.8	103	-1	102	-1	-5
O=C(COC(=O)c1cc(-c2ccccc2)nc2ccccc12)Nc1ccc2c(c1)OCO2	-4	110	21	16	-5	0.8	101	-5	105	-8	-5
COc1ccc(CNCC(=O)Nc2ccccc2-n2cccc2)cc1	-3	101	1	11	-3	0.4	103	-5	u	-3	-2
CC(C)[C@H](NC(=O)c1ccccc1)C(=O)OCC(=O)N1CC(=O)Nc2ccccc21	-7	96	17	9	-6	1.1	97	-3	99	-4	-5
CC(=O)Nc1c(-c2ccccc2)nc2ncccn12	-1	102	-3	19	1	-1.6	101	-1	104	-3	-4
O=C(Nc1ccccc1)c1ccc2c(c1)OCCO2	-3	98	3	12	0	0.3	99	0	100	-1	-2
CN(c1ccccc1)c1nc(-n2ccnc2)nc(-n2ccnc2)n1	-3	103	16	17	0	1.5	102	-2	102	-4	-3
O=C(c1cc2ccccc2oc1=O)N1CCN(CCc2ccccc2)CC1	-3	101	0	11	-3	-0.1	99	-2	95	-7	-4
COc1ccc(C(=O)O/N=C/c2c(C(F)(F)F)nn(C)c2SCc2ccccc2Cl)cc1	0	100	5	6	3	0.7	102	-2	102	3	-1
COc1cccc(N2CCN(C(=O)c3ccc4nc(N5CCCCC5)sc4c3)CC2)c1	0	101	-1	20	-5	-1.8	103	-10	103	-4	0
Cc1cccc(OCC(=O)NCC2CCCO2)c1C (stereo not given)	0	99	2	11	-2	0.7	100	-5	101	-4	-2
O=C(/C=C/Nc1ccc(Oc2ccccc2Cl)cc1)c1ccco1	-2	101	0	11	-1	-0.1	102	-1	u	-6	-4
CCOc1ccc(-c2cnc(N)n2C)cc1	-5	101	0	17	-2	-0.1	104	-5	101	-3	-3
CCOc1cc(/C=N\NC(=O)C2C(=O)NCC2c2ccccc2)ccc1OC (stereo not given)	-5	102	13	2	-2	0.3	106	-2	101	-4	-2
CCC(C(=O)Nc1ccc(C(C)C)cc1)c1ccccc1 (stereo not given)	-8	91	2	19	-13	0.2	85	-17	74	-7	-8
COc1ccc(Cl)cc1S(=O)(=O)N1CCN(Cc2ccc3c(c2)OCO3)CC1	12	98	2	46	-9	0.0	100	-13	96	-7	-13
CCC1(C)SC(NC(C)=O)=NN1C(C)=O (stereo not given)	-4	99	7	16	-3	1.2	102	0	104	-9	-2
CC(C)COc1ccc(C(=O)N/C(=C\c2cccc([N+](=O)[O-])c2)C(=O)OC(C)C)cc1	-2	106	2	19	-1	0.6	104	1	110	-2	-2
Fc1ccccc1CCNc1nnnn1-c1ccccc1	2	102	10	57	-2	0.7	101	-3	102	0	-1
CC(=O)N1C(=O)N(C(C)=O)C2C1N(C(C)=O)C(=O)N2C(C)=O (stereo not given)	-3	101	1	21	-1	0.3	97	0	97	0	-3
Cc1ccc(OCCCCN2CCCC(C)C2)c([N+](=O)[O-])c1 (stereo not given)	0	103	5	21	0	1.8	101	-2	96	-3	0
CCOC(=O)c1ccc(NC(=S)N(CCCN2CCN(CC)CC2)Cc2ccco2)cc1	1	93	0	11	-4	0.3	96	-2	u	-5	1

Three compounds from above, arranged by formula weight, smallest number first.
SMILES	Bim-Bcl-W	RGS4-Gao reg	ABCG2 block	GSH bead fluor	Bim-Bcl-2	ABCB1 block	RGS8-Gao reg	Bim-Bfl-1	RGS7-Gao	Bcl-B Bim block	Bim-Bcl-XL
CCC(C(=O)Nc1ccc(C(C)C)cc1)c1ccccc1 (stereo not given)	-8	91	2	19	-13	0.2	85	-17	74	-7	-8
CCOc1cc(/C=N\NC(=O)C2C(=O)NCC2c2ccccc2)ccc1OC (stereo not given)	-5	102	13	2	-2	0.3	106	-2	101	-4	-2
CC(C)[C@H](NC(=O)c1ccccc1)C(=O)OCC(=O)N1CC(=O)Nc2ccccc21	-7	96	17	9	-6	1.1	97	-3	99	-4	-5

Three of these compounds, set out differently.
smiles: CCOC(=O)C1=C(O)/C(=C/c2ccccn2)SC1=Nc1ccc(Cl)cc1
  Bim-Bcl-W: -1
  RGS4-Gao reg: 102
  ABCG2 block: 37
  GSH bead fluor: 22
  Bim-Bcl-2: 0
  ABCB1 block: 1.5
  RGS8-Gao reg: 104
  Bim-Bfl-1: 0
  RGS7-Gao: 102
  Bcl-B Bim block: -6
  Bim-Bcl-XL: 0
smiles: CCOc1cc(/C=N\NC(=O)C2C(=O)NCC2c2ccccc2)ccc1OC (stereo not given)
  Bim-Bcl-W: -5
  RGS4-Gao reg: 102
  ABCG2 block: 13
  GSH bead fluor: 2
  Bim-Bcl-2: -2
  ABCB1 block: 0.3
  RGS8-Gao reg: 106
  Bim-Bfl-1: -2
  RGS7-Gao: 101
  Bcl-B Bim block: -4
  Bim-Bcl-XL: -2
smiles: CCOc1ccc(-c2cnc(N)n2C)cc1
  Bim-Bcl-W: -5
  RGS4-Gao reg: 101
  ABCG2 block: 0
  GSH bead fluor: 17
  Bim-Bcl-2: -2
  ABCB1 block: -0.1
  RGS8-Gao reg: 104
  Bim-Bfl-1: -5
  RGS7-Gao: 101
  Bcl-B Bim block: -3
  Bim-Bcl-XL: -3

Following part.
SMILES	Bim-Bcl-W	RGS4-Gao reg	ABCG2 block	GSH bead fluor	Bim-Bcl-2	ABCB1 block	RGS8-Gao reg	Bim-Bfl-1	RGS7-Gao	Bcl-B Bim block	Bim-Bcl-XL
CC(=O)C1C(c2ccccc2)c2c(n[nH]c2C)CC1(C)O (stereo not given)	-2	106	3	65	-3	0.6	102	0	105	-2	-3
CC(=O)Nc1ccc(SCC(=O)N(C)C2CCS(=O)(=O)C2)cc1 (stereo not given)	-2	103	2	14	-2	0.2	106	4	104	-1	0
C=C(C)CNC(=S)NNC(=O)c1cc(C)oc1C	-3	99	-2	12	-4	-0.8	100	-2	99	-11	-6
COc1ccc(OC)c(S(=O)(=O)NC(N)=NCCc2ccccc2OC)c1	-1	98	3	9	-1	0.7	108	1	99	-2	-1
COc1ccc(OCC(=O)Nc2ccccc2C(=O)N2CCOCC2)cc1	0	103	0	11	-5	60*	102	-5	113	-4	-1
Cc1ccc(-c2nnn(CC(=O)N3c4ccccc4CCc4ccccc43)n2)cc1	-6	97	0	12	0	1.1	95	-1	95	-7	-5
Cc1noc(C(=O)Nc2ccccc2C(F)(F)F)c1Cl	0	101	2	10	2	0.1	100	1	102	-1	-1
CC(=O)Nc1ccc(NC(=O)COc2ccc(S(=O)(=O)NC(C)c3ccccc3)cc2)cc1 (stereo not given)	-2	99	0	10	-6	-0.5	99	-5	104	-5	-1
CN1C(=O)c2ccccc2Sc2ccc(NC(=O)N3CCOCC3)cc21	1	101	3	21	0	1.3	101	-3	102	-1	0
Clc1cccc(Cl)c1Cn1ccc(C2CC2)n1	0	98	0	14	0	0.0	99	-5	u	-4	0

One compound at a time (already shown):
O=C(CSCc1ccccn1)Nc1ccccc1 is listed with Bim-Bcl-W = 7; RGS4-Gao reg = 99; ABCG2 block = 1; GSH bead fluor = 62; Bim-Bcl-2 = -2; ABCB1 block = 0.4; RGS8-Gao reg = 94; Bim-Bfl-1 = -9; RGS7-Gao = 100; Bcl-B Bim block = -2; Bim-Bcl-XL = -6
COc1ccc(Cl)cc1S(=O)(=O)N1CCN(Cc2ccc3c(c2)OCO3)CC1 is listed with Bim-Bcl-W = 12; RGS4-Gao reg = 98; ABCG2 block = 2; GSH bead fluor = 46; Bim-Bcl-2 = -9; ABCB1 block = 0.0; RGS8-Gao reg = 100; Bim-Bfl-1 = -13; RGS7-Gao = 96; Bcl-B Bim block = -7; Bim-Bcl-XL = -13

Compound activity (PubChem)
